Bioassay records (PubChem BioAssay)
PV pol inh = poliovirus RdRp elongation inhibitors, primary screen, biochemical, fluorescence polarization, total intensity. % elongation, % (compound at 16.7 µg/mL). actives 0.66% (n = 150,000). poliovirus polymerase elongation; active compounds read low; in the data active means % elongation below about 90%; further: some results filed as inactive read as strong as hits
Target sequence (P03300 1749-2209 limits assumed): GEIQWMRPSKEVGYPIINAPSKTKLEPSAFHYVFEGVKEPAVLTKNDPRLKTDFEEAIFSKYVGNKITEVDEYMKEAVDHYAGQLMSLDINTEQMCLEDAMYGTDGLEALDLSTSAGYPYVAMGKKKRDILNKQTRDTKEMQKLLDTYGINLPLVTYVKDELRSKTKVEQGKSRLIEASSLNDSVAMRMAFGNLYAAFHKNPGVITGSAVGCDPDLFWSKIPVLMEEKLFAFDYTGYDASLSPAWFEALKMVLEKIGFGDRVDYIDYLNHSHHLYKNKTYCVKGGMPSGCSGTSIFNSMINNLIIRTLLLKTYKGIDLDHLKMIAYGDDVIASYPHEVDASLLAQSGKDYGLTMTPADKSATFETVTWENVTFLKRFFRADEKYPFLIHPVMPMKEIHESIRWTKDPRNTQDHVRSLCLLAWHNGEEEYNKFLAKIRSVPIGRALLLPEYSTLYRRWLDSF
PV pol inh FP z-score = second read-out of PV pol inh, no call of its own (marks repeat the call); z-score; measured here: FP z-score; hits read low
Active calls of the source: *; & = joins results of further samples. A portion of the library, so the mix of outcomes need not match the whole.

mol | PV pol inh | PV pol inh FP z-score
O=C(CN1C(=O)c2ccccc2C1=O)c1ccc(OC(F)F)cc1 | 104.0 | 0.4
COc1ccc(-c2noc(N3CCC(C(=O)N4CCN(c5cccc(C)c5C)CC4)CC3)n2)cc1 | 106.0 | -0.3
CCOC(=O)c1c(-c2ccc(Br)cc2)csc1NC(=O)c1ccccc1F | 106.0 | 0.5
CCOC(=O)Cn1c(=O)c(=O)n(C)c2c1c(C)nn2-c1ccccc1 | 102.0 | 0
CN(C)CC1CCCCC1OC(=O)c1ccccc1Cl (stereo unspecified) | 100.0 | -0.2
c1coc(CNc2ncnc3nc[nH]c23)c1 | 101.0&100.0 | 0.1&0.2
CC1(O)COc2ccccc2O1 (stereo unspecified) | 104.0 | 0.9
CSc1ncc2c(n1)-c1ccccc1N(Cc1ccccc1)S2(=O)=O | -15.0* | -8.7*
O=C(Nc1ccccc1)C(Cc1ccccc1)N1C(=O)C2C3C=CC(C3)C2C1=O (stereo unspecified) | 103.0 | 0
Cc1cc(N2CCCC2)nc(SCC(=O)c2ccccc2)n1 | 105.0 | 0.6

Grouped by structure, the entries above with fluorine (2)
mol | PV pol inh | PV pol inh FP z-score
O=C(CN1C(=O)c2ccccc2C1=O)c1ccc(OC(F)F)cc1 | 104.0 | 0.4
CCOC(=O)c1c(-c2ccc(Br)cc2)csc1NC(=O)c1ccccc1F | 106.0 | 0.5

Continuation:
mol | PV pol inh | PV pol inh FP z-score
CC(=O)c1ccc(N2CCN(C(=O)CCn3cnc4onc(-c5ccc(F)cc5)c4c3=O)CC2)cc1 | 110.0 | 0.5
Cc1ccc(C2=[N+]([O-])C3(CCCCC/C3=N\NC(N)=S)N(O)C2(C)C)o1 (stereo unspecified) | 101.0 | 0.4
CC(C)OC(=O)C(C)(C)Oc1ccc(C(=O)c2ccc(Cl)cc2)cc1 | 99.0&99.0 | -0.1&-0.1
COc1cccc(C(=O)Nc2c(C(=O)Nc3ccc(F)cc3)oc3ccccc23)c1OC | 105.0 | 0.1
CCN(CC)S(=O)(=O)c1ccc(/C=C/C(=O)Nc2ccc(-n3cnnn3)cc2)cc1 | 108.0 | 1.2
COc1ccccc1CNC(=O)c1ccc(N2CCCC2)c(NC(=O)NCc2ccc(C)cc2)c1 | 107.0 | 0.2
COc1cc(C(=O)N(CCC#N)Cc2ccncc2)cc(OC)c1OC | 104.0 | 0.1
CCN1CCC(N(Cc2ccco2)C(=O)Nc2ccccc2C(F)(F)F)CC1 | 103.0 | 0.6
CCn1cc(C(=O)Nc2ccc(C(C)C)cc2)c2cc(OC)c(OC)cc2c1=O | 107.0 | 0.8
Cc1ccc(C(=O)c2cn(Cc3ccccc3)c3c(F)cc(F)cc3c2=O)cc1 | 101.0 | -1.7
CC(C)Oc1ccc(C2CC(=O)N(C)C2=O)cc1 (stereo unspecified) | 98.0 | -0.7
Cn1c(SCCN2CCCC2)nnc1-c1ccncc1 | 104.0 | 1.3
CCOC(=O)c1cn(C)c(C(=O)OCC)c1O | 105.0 | 1.7
CCOC(=O)C1=C(CS(=O)(=O)c2c(C)cc(C)cc2C)NC(=O)NC1c1cccc(OC)c1 (stereo unspecified) | 106.0 | 0
CCCCN=C1NN=C(c2ccc(Cl)cc2)C(C)S1 (stereo unspecified) | 101.0 | -0.2
COCCn1c(SCC(=O)Nc2ccc(C(F)(F)F)cc2)nc2c([nH]c3ccccc32)c1=O | 110.0 | 0.6
COc1ccc(OCC(O)Cn2c(NCCO)nc3c2c(=O)n(C)c(=O)n3C)cc1 (stereo unspecified) | 108.0 | 0.9
CCCC(=O)C1=C(c2ccc(C)c(C)c2)N(C(=O)CCC)n2c(CC)nnc2S1 | 108.0 | 0.4
Cc1ccc(CCNC(=O)c2ccc(CSCc3ccccc3Cl)o2)cc1 | 112.0 | 0.3
COc1ccccc1N1CCN(C(=O)c2cc3c(=O)n(Cc4cccs4)ccc3nc2C)CC1 | 100.0 | -1.2
O=C(OC1CCOC1=O)c1cccc(S(=O)(=O)N2CCCC2)c1 (stereo unspecified) | 99.0 | -0.4
c1ccc(-c2csc(NC3=NCCCCC3)n2)cc1 | 105.0 | 0.3
O=S(=O)(c1ccc(F)c(F)c1)N1CCN(C/C=C/c2ccccc2)CC1 | 104.0 | 1.1
O=C1C=CC(=O)C(Sc2nnnn2-c2ccccc2)=C1 | 99.0 | -0.3
O=S(=O)(c1cc(S(=O)(=O)C(F)(F)F)c(Cl)c(S(=O)(=O)C(F)(F)F)c1)C(F)(F)F | 98.0 | -0.2
CCN(Cc1ccc(OC)c(F)c1)C(=O)C1CCCO1 (stereo unspecified) | 107.0 | 0.6
COc1ccc(-c2nc(CCNC(=O)c3c(F)cccc3Cl)cs2)cc1 | 108.0 | 0.1
COc1cc2c(cc1OC)[C@@H]1C(=O)c3ccc4c(c3O[C@@H]1CO2)C=CC(C)(C)O4 | 98.0 | 0.1
Cc1ccc(C(=O)OCC2OC3C(Oc4c(C)c(=O)ncn43)C2OC(=O)c2ccc(C)cc2)cc1 (stereo unspecified) | 106.0 | 0.3
COc1ccc(CN=CC2C(=O)N(c3nc4ccccc4s3)N=C2C(F)(F)F)cc1 (stereo unspecified) | 108.0 | 0.5
O=c1[nH]c2ccccc2c2nc(-c3ccc(Cl)cc3)nn12 | 104.0 | 0.5
O=C(O)CC1C(=O)NCCN1C/C=C/c1ccccc1 (stereo unspecified) | 99.0 | -1.5
O=C(CCS(=O)(=O)c1ccccc1)N1CCc2ccccc21 | 104.0 | 0.7
[N-]=[N+]=NCc1noc(-c2ccccc2)n1 | 105.0 | 0.2
Cc1ccc(/C=N/NC(=S)N2CCOCC2)cc1 | 101.0 | 0.1
CC(=O)Nc1cc(C(=O)NCCN(C)C)ccc1Sc1ccc(Cl)cc1 | 102.0 | 0
CCc1cc2c(cc3c(=O)n(CC(=O)NC4CCCCC4)ncn32)s1 | 106.0 | -0.2
COC(=O)c1nc(Cl)c(Cl)c(Cl)c1Cl | 103.0 | 0.5
CC1CN(C(=O)C(C)Oc2ccccc2)CC(C)O1 (stereo unspecified) | 101.0 | 0.1
O=C(c1ccc2c(c1)CCN2S(=O)(=O)c1ccccc1)N1CCN(c2cccc(Cl)c2)CC1 | 110.0 | 1.1

Gathered by group: the compounds so far with an NH in an aromatic ring
mol | PV pol inh | PV pol inh FP z-score
c1coc(CNc2ncnc3nc[nH]c23)c1 | 101.0&100.0 | 0.1&0.2
COCCn1c(SCC(=O)Nc2ccc(C(F)(F)F)cc2)nc2c([nH]c3ccccc32)c1=O | 110.0 | 0.6
O=c1[nH]c2ccccc2c2nc(-c3ccc(Cl)cc3)nn12 | 104.0 | 0.5

(more compounds)
mol | PV pol inh | PV pol inh FP z-score
Cc1ccc(N(Cc2ccccc2)C(=O)c2cccnc2)cc1 | 111.0 | 0.3
CCOc1ccc(C(=O)c2cn(Cc3ccccc3OC)c3ccc(F)cc3c2=O)cc1 | 111.0 | 1.2
O=S(=O)(Nc1ccccc1)C(F)(F)F | 101.0 | 0
Cc1ccccc1CNC(=O)CN1C(=O)CCCc2ccccc21 | 104.0 | -0.5
Cc1ccc(C)c(N2CCN(C(=O)Cn3ncc4ccsc4c3=O)CC2)c1 | 101.0 | -1.1
COc1ccc(N(C(N)=S)C2=NCCCCC2)cc1 | 100.0 | 0
Cc1nc2c(=O)oc3ccccc3c2n1-c1ccccc1 | 103.0 | 0.4
Cc1cc(C)nc(N2CCCC(C(N)=O)C2)n1 (stereo unspecified) | 102.0 | 0
CC1CCCCN1C(=O)N1CCOCC1 (stereo unspecified) | 104.0 | 0.7
CCCN1CCN(CCNC(=O)Nc2ccccc2OC)CC1 | 103.0 | -0.1
CCCNC(=O)c1c(O)c2c([nH]c1=O)CCCC2 | 102.0 | -0.2
C1CN=C(Nc2nn[nH]n2)C1 | 109.0 | 1.1
CSc1nc(N)nc2sc(C(=O)C34CC5CC(CC(C5)C3)C4)c(N)c12 | 105.0 | 1.2
COc1ccc(Br)cc1S(=O)(=O)NCCCN1CCOCC1 | 102.0 | 0
Cc1ccc(NC(=O)CCCn2nnc3ccccc3c2=O)nc1 | 106.0 | 1.8
Cc1ccc2nc(N(Cc3cccnc3)C(=O)COc3ccccc3)sc2c1 | 102.0 | -1.1
N#CCCn1cc(/C=C2\NC(=S)N(c3ccccc3)C2=O)c(-c2ccccc2)n1 | 107.0 | 0.5
O=C(O)CCc1ccc(-c2ccc(Br)cc2)n1-c1ccccc1O | 107.0 | 0.5
O=C1CCC2(C(=O)OCCCn3c(=O)[nH]c4ccccc43)Sc3ccccc3N12 (stereo unspecified) | 100.0 | 0
Cc1ccc(C(C)N2CCN(S(=O)(=O)c3ccc4c(c3)OCCO4)CC2)cc1C (stereo unspecified) | 101.0 | -0.1
CN(C)Cc1c[nH]c2ccccc12 | 100.0&102.0 | -0.3&0.3
CCC(Oc1ccccc1)C(=O)Nc1nnc(S(=O)(=O)N(CC)CC)s1 (stereo unspecified) | 107.0 | -0.2
CC(C)n1nc(C(=O)N2CCC(=O)CC2)c2ccccc2c1=O | 104.0 | 0
Cc1ccc2nc(C(F)(F)F)cc(N3CCN(CCS(=O)(=O)c4ccccc4)CC3)c2c1 | 101.0 | -0.3
O=C(Oc1ccc(Cl)cc1Cl)c1ccc(Br)cc1 | 102.0 | 0.1
O=C(NCc1ccc(F)cc1)c1ccc2nc(N3CCCCC3)sc2c1 | 106.0 | -0.4
Cc1ccc(NC(=O)Cn2cc(C(=O)C3CC3)c3ccccc32)cc1 | 108.0 | 0.9
Brc1ccc(OCCSc2ncccn2)cc1 | 104.0 | 0.5
COc1cc(Nc2nc3ccccc3nc2N=CN(C)C)cc(OC)c1OC | 103.0 | 0.1
CC1(C)OC(=O)C(=Cc2ccc(-c3ccccc3)o2)C(=O)O1 | 101.0 | -0.1
COC(=O)C1=C(C)N(C)C(=O)NC1c1ccccc1 (stereo unspecified) | 105.0 | 0.9
Cc1oc(-c2cccc(Cl)c2)nc1CN1C(=O)CCCc2ccccc21 | 102.0 | 0.4
CCN(CC)CCCNC(=O)CSc1c2c(nc3cc(Cl)ccc13)CCCC2 | 103.0 | -0.2
COC(=O)c1sccc1NC(=O)Nc1cc(C)oc1C(F)(F)F | 103.0 | 0.5
CCOC(=O)C1CCCN(C(=O)c2cn(CC)c3ccc(S(=O)(=O)N(C)C4CCCCC4)cc3c2=O)C1 (stereo unspecified) | 99.0 | -1.2
O=c1[nH]c(=O)n(Cc2ccccc2)c2nc[nH]c12 | 102.0 | 0.2
Cc1cc(C)cc(Oc2coc3cc(OCC(=O)NC4CCCCC4)ccc3c2=O)c1 | 106.0 | 0.2
CN(C)c1cccc(C(=O)OCC(N)=O)c1 | 102.0 | 0.3
Cc1ccc(OCCCn2cc(/C=C3/C(=O)NC(=O)N(C4CCCCC4)C3=O)c3ccccc32)cc1 | 45.0 | -5.6
O=C(CCc1ccco1)N(Cc1cccs1)c1ccc2c(c1)OCCO2 | 96.0 | -0.5
O=C(N1CCCCCC1)C12CC3CC(CC(Cl)(C3)C1)C2 | 99.0 | -1.3
COc1ccc(-c2cc(C(F)(F)F)nc(SCC(=O)NCc3ccc(Cl)cc3)n2)cc1 | 103.0 | -0.2
COc1ccccc1-c1nnc(SCc2cccc(S(=O)(=O)N(C)C)c2)n1N | 103.0 | 0.1
O=C(CN1C(=O)C2(SCC(=O)N2c2ccccc2)c2ccccc21)NCc1ccccc1 (stereo unspecified) | 100.0 | -0.9
N#Cc1cccc(NC(=O)CSc2ccccc2Cl)c1 | 104.0 | 1.1
CN(Cc1ccccc1)C(=O)c1cc2nc(-c3ccco3)cc(C(F)(F)F)n2n1 | 97.0 | -0.7
CC(C)c1ccc(C(=O)C2CN3CCC2CC3)cc1 (stereo unspecified) | 104.0 | 0.4
CC(C)NS(=O)(=O)c1ccc(NC(=O)CSC(C)(C)C)cc1 | 99.0 | -0.6
CC(C)(C)OC(=O)N1CCC(c2c(C(=O)NCCCN3CCc4ccccc4C3)cnn2-c2ccccc2)CC1 | 102.0 | -0.8
O=C1COc2ccc(C(=O)CSc3nnc(-c4ccc(O)cc4)c(-c4ccc(O)cc4)n3)cc2N1 | 102.0 | 0.2

Molecules listed so far containing bromine (5):
mol | PV pol inh | PV pol inh FP z-score
CCOC(=O)c1c(-c2ccc(Br)cc2)csc1NC(=O)c1ccccc1F | 106.0 | 0.5
COc1ccc(Br)cc1S(=O)(=O)NCCCN1CCOCC1 | 102.0 | 0
O=C(O)CCc1ccc(-c2ccc(Br)cc2)n1-c1ccccc1O | 107.0 | 0.5
O=C(Oc1ccc(Cl)cc1Cl)c1ccc(Br)cc1 | 102.0 | 0.1
Brc1ccc(OCCSc2ncccn2)cc1 | 104.0 | 0.5

Continuation.
mol | PV pol inh | PV pol inh FP z-score
CCCCN(CC)CCCNC(=O)c1cc2c(-c3ccc(OC)c(OC)c3)nn(C)c2s1 | 80.0* | -3.6*
CC(C)CCOc1ccc(C2(C)NC(=O)N(CN3CCOCC3)C2=O)cc1 (stereo unspecified) | 109.0 | 0.8
CCn1c(SCC(=O)N2CCCC2)nc2ccccc21 | 102.0 | -0.1
O=C(CSCc1nc2cccnc2n1C1CCCCC1)NCc1cccc(Br)c1 | 111.0 | 0.9
O=C1CC(c2ccccc2)Cc2nc3ncnn3cc21 (stereo unspecified) | 100.0 | -0.6
CC(C)(C)C1CCc2[nH]c3ccccc3c2C1 (stereo unspecified) | 102.0 | 0
CCCc1c(C(=O)NC2CCN(Cc3ccccc3)CC2)cnn1-c1ccccc1 | 102.0 | -0.1
NNC(=O)Cn1nnc(N2CCOCC2)n1 | 102.0 | 0.2
CC(C)(C)c1ccc(O)c(C(C)(C)C)c1O | 100.0 | -1
O=S1(=O)NC(c2cccc(Br)c2)Nc2ccccc21 (stereo unspecified) | 100.0 | -0.2
COC(=O)CC(C1=C(O)CCCC1=O)C1=C(O)CCCC1=O | 101.0 | 0
CCn1c(C(=O)N2CCC(C(=O)NC3CCC(C)CC3)CC2)cc2sccc21 (stereo unspecified) | 100.0 | -1
COc1cc(CNCCO)c(Br)cc1OCC(N)=O | 100.0 | -0.5
O=C(c1ccc(F)cc1)N1CCC(c2nc(-c3ccc(S(=O)(=O)N4CCCC4)cc3)no2)CC1 | 110.0 | 0.7
Cn1c(=O)[nH]c(=O)c2c1nc(Sc1ccccc1)n2Cc1ccccc1 | 100.0 | -0.5
